# High-throughput results from PubChem BioAssay.
# Mito fusion yeast: blocks mitochondrial division or promotes mitochondrial fusion. Potency, µM (top dose mostly 46.1 µM), without a hit: top-dose growth rescue (activation), usual class: activators. AID 485298. S. cerevisiae fusion-defective mutant growth rescue, CellTiterGlo 48 h. 320,000 compounds, 0.23% hits;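 further: potency means the concentration at half of the fitted maximal effect; % of control where 0% means no effect; nearly all actives have a fitted effect of over 45% in size; temperature-sensitive fusion mutants such as fzo1-1 at 37 °C on non-fermentable ethanol glycerol medium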
#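 Yeast fusion mutant, YPEG (non-fermentable carbon), compound, 48 h at 37C non-permissive; CellTiterGlo added, 10 min RT, luminescence read. Rescued growth = division inhibition.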
# AT treatment: candidate therapy for ataxia-telangiectasia. Potency, µM (highest dose often 57.5 µM), inactives show at the highest dose activation, hits mostly activators. […] A-T fibroblasts, KAP-1 phosphorylation AlphaLISA; neocarzinostatin DNA damage 30 min before lysis. 320,000 compounds, 0.19% hits; further: potency means the concentration at half of the fitted maximal effect; % of control where 0% means no effect; nearly all actives have a fitted effect of over 45% in size
#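 hTERT-immortalized A-T patient fibroblasts ([…]), 500 cells/well in OPTI-MEM, 1% FBS, got compounds for 60 min, then NCS for 30 min at 37C. Lysates were then assayed for phospho-KAP-1 by AlphaLISA (anti-pKAP1 donor, anti-KAP1 acceptor beads), 6 hr at 25C.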
# MLL CXXC-DNA inh: MLL CXXC-DNA interaction inhibition. 290,000 compounds, 0.037% hits. MLL-CXXC / FITC-HOXA9 DNA fluorescence polarization. Potency, µM (highest dose often 115 µM), without a hit: top-dose activity change, negative = inhibition, most hits filed as inhibitors; active means well fitted inhibition curve with a large enough effect in the polarisation, with a control signal flat, not every such curve was filed as active; inconclusive means small, poorly fitted or top-dose-only effect, or effect the other way, or a change in a side signal; inactive means no such curve, though single readings can be large or run the other way; the % refers to the polarisation; further: potency means the concentration at half of the fitted maximal effect
#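 Steps: dispense CXXC domain solution (7 uM) → pin compounds or unlabeled HOX-A9 DNA control → 5 min ambient → add FLSN-HOX-A9 solution (50 nM) → spin → 30 min ambient → fluorescence polarization. Tris pH 7.5/NaCl/DTT/BSA buffer.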
# TCR act: activates T cell receptor signaling | primary human leukocytes, anti-CD3, IL-2 HTRF, 48 h | Potency, µM (series often up to 9.22 µM), without a hit: at the highest dose activation of IL-2 secretion, hits mostly activators | 330,000 tested, under 10 active; further: % of control where 0% means no effect
#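 Primary human leukocytes incubated 48 hr with anti-CD3 beads plus compound, without co-stimulation. Secreted IL-2 measured by HTRF (europium cryptate/d2 anti-IL-2 pair, 320 nm excitation, 665 nm emission).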
# S-ASM inh: inhibitors of human secretory acid sphingomyelinase; P17405; placental ASM, HMU-PC fluorogenic substrate, 60 min; Potency, µM (doses to about 57.5 µM), inactives show top-dose activity change, negative = inhibition, most hits filed as inhibitors; 340,000 compounds, 0.006% hits; further: potency means the concentration at half of the fitted maximal effect
#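 Human placenta-derived ASM preincubated with compound 10 min at room temperature, then reacted with 9 uM (final) fluorogenic HMU-PC substrate for 60 min at 37 C. Stop solution raises pH to 10; fluorescence read at Ex 386/Em 447 nm.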
# PTAP TSG101 blk: blocks PTAP/TSG101 interaction to inhibit HIV-1 budding; Q99816; Fluorescence polarization, FITC-PTAP peptide / Tsg101 binding; Potency, µM (highest dose often 115 µM), without a hit: at the highest dose activity change, negative = inhibition, hits mostly inhibitors; 340,000 tested, under 10 active; AID 493005; active means well fitted inhibition curve with a large enough effect in the main read-out, with a control signal flat, not every such curve was filed as active; inconclusive means small, poorly fitted or top-dose-only effect, or effect the other way, or a change in a side signal; inactive means no such curve, though single readings can be large or run the other way; further: potency means the concentration at half of the fitted maximal effect; % of control where 0% means no effect
# Target sequence (Q99816 whole entry, looked up): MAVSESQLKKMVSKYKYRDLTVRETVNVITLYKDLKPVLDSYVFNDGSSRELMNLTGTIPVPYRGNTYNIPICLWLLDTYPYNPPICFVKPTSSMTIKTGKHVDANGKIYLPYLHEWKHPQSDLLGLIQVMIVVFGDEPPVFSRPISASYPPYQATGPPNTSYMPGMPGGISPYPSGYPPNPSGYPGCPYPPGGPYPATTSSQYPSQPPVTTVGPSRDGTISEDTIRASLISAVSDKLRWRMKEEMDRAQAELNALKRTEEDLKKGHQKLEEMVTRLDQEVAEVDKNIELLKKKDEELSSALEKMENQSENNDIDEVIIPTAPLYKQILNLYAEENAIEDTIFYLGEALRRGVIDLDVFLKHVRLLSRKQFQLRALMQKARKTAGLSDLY
#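 FP read-out: FITC-PTAP peptide, 50 nM final, binding Tsg101 binding domain, 10 uM final; 20 min, r.t.; 10 mM HEPES pH 7.5, 0.15 M NaCl, 0.01% Tween 20, 3 mM EDTA, 0.1 mM TCEP.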
# a7 integrin act: activates integrin-mediated alleviation for muscular dystrophy. Potency, µM (series often up to 38.3 µM), for the others: top-dose activation, hits mostly activators. AID 624291. alpha7betagal myoblasts, beta-gal FDG fluorescence, 48 h. 350,000 compounds, 0.064% hits;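 further: potency means the concentration at half of the fitted maximal effect; 100% = response of the positive control SU9516; nearly all actives have a fitted effect of over 60% in size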
#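 Alpha7betagal+/- myoblasts (passage 13) were plated 16-24 hr, then exposed to compounds (1:260 dilution of DMSO stock) for 48 hours at 37C. After MPER lysis, β-galactosidase reporter activity was read as FDG fluorescence (ex 480/em 540) after 30 minutes.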
# TSHR antag: blocks TSH signaling through the human TSH receptor; 330,000 compounds, 0.2% hits; P16473; AID 504810; activity change, negative = inhibition, % at 11.5 µM; TSHR-expressing cells, TSH-stimulated cAMP HTRF, 2 h; stronger effect = lower value;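 active means activity change below a set negative limit, meaning inhibition stronger than a set level, cut at about -70% in these data; inconclusive means activity change between two set negative limits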; further: on the % scale 0 is the no-effect control and ±100 the full control effect
#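 TSHR-expressing cells, 200/well, pre-treated with compound, then stimulated with EC80 TSH (4nM final) for 2 hours at 37 deg C. cAMP measured by competitive HTRF: anti-cAMP cryptate antibody in lysis buffer plus cAMP-d2, read after 30 minutes at room temperature.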
# Menin MLL FP TR: menin-MLL binding inhibition, Texas Red mutant peptide. Potency, µM (titrated, usually from 61.6 µM), without a hit: at the top dose FP activity change, negative = inhibition, most hits filed as inhibitors. O00255. 270,000 compounds, 0.23% hits. Menin + Texas Red MLL mutant peptide, fluorescence polarization; active means well fitted inhibition curve with a large enough effect in the polarisation, with a control signal flat, not every such curve was filed as active; inconclusive means small, poorly fitted or top-dose-only effect, or effect the other way, or a change in a side signal; inactive means no such curve, though single readings can be large or run the other way; the % refers to the polarisation; further: potency means the concentration at half of the fitted maximal effect; % of control where 0% means no effect; many of its hits are not listed in these tables
# Target sequence (O00255 whole entry, looked up): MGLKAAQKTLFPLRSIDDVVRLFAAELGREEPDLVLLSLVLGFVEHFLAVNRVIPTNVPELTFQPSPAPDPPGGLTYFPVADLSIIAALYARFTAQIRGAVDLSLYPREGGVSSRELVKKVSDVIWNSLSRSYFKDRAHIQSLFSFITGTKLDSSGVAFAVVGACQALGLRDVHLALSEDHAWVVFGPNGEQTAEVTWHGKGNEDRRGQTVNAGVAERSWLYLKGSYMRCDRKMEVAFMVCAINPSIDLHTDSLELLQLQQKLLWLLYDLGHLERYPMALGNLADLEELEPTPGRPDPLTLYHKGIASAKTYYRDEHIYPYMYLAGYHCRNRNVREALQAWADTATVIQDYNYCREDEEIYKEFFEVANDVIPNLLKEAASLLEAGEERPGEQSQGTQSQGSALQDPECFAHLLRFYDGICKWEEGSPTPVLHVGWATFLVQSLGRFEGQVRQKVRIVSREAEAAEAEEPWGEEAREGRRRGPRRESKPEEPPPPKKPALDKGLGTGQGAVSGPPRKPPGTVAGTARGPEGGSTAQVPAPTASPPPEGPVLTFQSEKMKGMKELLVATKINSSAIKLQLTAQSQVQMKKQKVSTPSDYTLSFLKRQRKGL
# MBNL1 CUG block: blocks human MBNL1 binding to CUG repeat RNA | Q9NR56 | 280,000 compounds, 0.036% hits | TR-FRET MBNL1-His/biotin-(CUG)12 binding, 665/545 ratio | Potency, µM (highest dose often 57.5 µM), for inactives: at the highest dose activity change, negative = inhibition, most hits filed as inhibitors; active means well fitted inhibition curve with a large enough effect in the signal ratio, with a control signal flat, not every such curve was filed as active; inconclusive means small, poorly fitted or top-dose-only effect, or effect the other way, or a change in a side signal; inactive means no such curve, though single readings can be large or run the other way; the % refers to the signal ratio; further: potency means the concentration at half of the fitted maximal effect; on the % scale 0 is the no-effect control and ±100 the full control effect
#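 MBNL1-His + Biotin-(CUG)12, cpd titration 92 nM–58 uM; Tb anti-His Ab 0.055 ng/ul, SA-XL665 5 nM (final); 60 min RT; ratiometric 665/545 nm, Ex 340 nm; normalized to buffer and full-complex controls.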
# The depositor's hits bear a star; ? = inconclusive; . = not tested or not shown; & = joins results of further samples; [ ] = remark or other dose. Unless noted, the call rests on the fitted dose curve; in most records, active means well fitted curve in the direction sought with a large enough effect; inconclusive means small, poorly fitted or top-dose-only effect, or another doubt; inactive means no such curve, though single readings can be large; an effect the other way counts as inactive or inconclusive. A portion of the library; rates above refer to the full screens.
SMILES,Mito fusion yeast,AT treatment,MLL CXXC-DNA inh,TCR act,S-ASM inh,PTAP TSG101 blk,a7 integrin act,TSHR antag,Menin MLL FP TR,MBNL1 CUG block
Cc1ccc(Cn2nnnc2CN2CCC(n3nnc4cc(C(F)(F)F)ccc43)CC2)cc1,11%,7%,13%,2%,?,-6%,-12%,-25,-3%,11%
Cc1ccc(CS(=O)(=O)Cc2ccc(C(=O)N3CCC4(CC3)OCCO4)o2)cc1,2%,9%,3%,-8%,7%,-5%,-35%,23,-10%,-8%
CC(=O)OC1CC2(C)C(C(C)=O)CCC2C2CCC3=CC(=O)CCC3(C)C12 (centres undefined),.,.,.,-2%,-4%,-6%,?,.,.,.
CC1C(=O)OC2CCN3CC=C(COC(=O)C(C)(O)C1(C)O)C23 (centres undefined),.,.,.,1%,-1%,-3%,-18%,.,.,.
COc1cccc(C(=O)N2C[C@H]3C[C@@H](C2)c2cccc(=O)n2C3)c1,3%,2%,2%,2%,2%,-1%,4%,13,9%,-12%
CC(C)COC(=O)OCN1C(=O)CN(CCN2CC(=O)N(COC(=O)OCC(C)C)C(=O)C2)CC1=O,-12%&-3%,6%,-2%,-6%,-4%,0%,.,-18&0,?,.
O=Cc1c(C(=O)O)n(Cc2ccccc2Cl)c2ccccc12,5%,-3%,9%,3%,-1%,-1%,23%,2,?,-22%
CCCC1(CCC)C(=O)NC(=Nc2ccccc2)NC1=O,1%,-2%,16%,-2%,4%,1%,17%,2,5%,1%
Cc1c(OC(C(=O)O)c2ccccc2)ccc2c1oc(=O)c1ccccc12 (centres undefined),0%,5%,-26%,-5%,35%[activator],-2%,5%,-9,1%,?
COc1ccc(CCN2CCCC(CN(C)C(=O)c3cc(C)oc3C)C2)cc1 (centres undefined),0%,10%,?,2%,3%,-6%,4%,-22,?,-5%
CC(=O)N1N=C2C3CCN(CC3)C2C1c1ccc(C)cc1 (centres undefined),0%,5%,-2%,-1%,0%,0%,15%,7,-2%,27%
O=C(C(=O)N1CCOCC1)c1cn(Cc2ccccc2Cl)c2ccccc12,9%,10%,18%,3%,-5%,-5%,-10%,19,?,-5%
CCOc1ccc(-n2c(O)c(N=Nc3c(C)n(C)n(-c4ccccc4)c3=O)c(=O)[nH]c2=O)cc1,-1%,-5%,11%,-4%,-5%,7%,-11%,2,.,?
CCCCCn1c(=O)c(C(=O)Nc2ccccc2C)c(O)c2ccccc21,-2%,-14%,-1%,-1%,0%,0%,19%,20,48%[activator],3%
CCC(C)NC(=O)CN1C(=O)CN=C(c2ccccc2)c2ccccc21 (centres undefined),-1%,2%,5%,1%,24%,-2%,4%,22,-8%,-3%
NS(=O)(=O)OC(CCc1ccccc1)C(Cl)(Cl)Cl (centres undefined),3%,18%,-8%,6%,-3%,-3%,3%,12,23%,6%
COC(=O)C1=C(c2cccc(OCc3ccccc3)c2)C[C@@H]2CC[C@H]1N2C(=O)NCCCOC(C)C,4%,2%,.,0%,4%,0%,-21%,-3,.,.
CCCNC(=O)N1C2CCC1CC(O)(c1cccnc1)C2 (centres undefined),-4%,1%,0%,-25%,-2%,3%,12%,1,6%,3%
CC1=[N+]([O-])C2(N)CCc3nonc3C2(O)C1 (centres undefined),-1%,-15%,5%,-5%,4%,-4%,-12%,15,1%,-2%
CCn1c(O)c(C=Nc2ccc(N3CCOCC3)cc2)c(=O)n(CC)c1=S,0%,-1%,?,6%,-16%,?,12%,-9,26%,14%
O=C(C(=O)N1CCOCC1)c1cn(CCCOc2ccccc2)c2ccccc12,2%,1%,11%,1%,-1%,-1%,29%,-6,-6%,-14%
Cc1ccc(C2(O)CC(C)N(C)CC2C)cc1 (centres undefined),1%,5%,2%,-9%,-1%,0%,-2%,17,7%,3%
Fc1ccc(NC2=NCCS2)cc1Cl,2%,-6%,-3%,3%,0%,-9%,-20%,9,17%,-9%
COC(=O)C1=C(c2ccc(OCc3ccccc3)cc2)C[C@@H]2CC[C@H]1N2C(=O)NCCCc1ccccc1,14%,2%,.,-2%,-13%,-2%,29%,-2,.,.
CCOP(=O)(OCC)C(NC(=O)c1ccc(C)cc1)=C(Cl)Cl,-1%,1%,-6%,-2%[46.1 µM],0%,1%,-17%,13,-6%,6%

# The results go on:
SMILES,Mito fusion yeast,AT treatment,MLL CXXC-DNA inh,TCR act,S-ASM inh,PTAP TSG101 blk,a7 integrin act,TSHR antag,Menin MLL FP TR,MBNL1 CUG block
N#CCCn1cc(C(=O)NCc2ccccc2)c(-c2ccccc2)n1,3%,1%,-15%,-1%,-7%,-1%,-28%,0,2%,-9%
CN1CCc2nc(SCC(=O)OC(C)(C)C)c(C#N)cc2C1,3%,18%,-9%,6%,172%[activator],-7%,-18%,2,-13%,?
Cc1cc(OCC(=O)NCc2cccnc2)c2c3c(c(=O)oc2c1)CCCC3,0%,4%,10%,-1%,0%,-6%,-46%[inhibitor],-11,.,-1%
O=C(CN1CC=C(c2ccccc2)CC1)NC(=O)NCc1ccco1,3%,-3%,3%,.,8%,-16%,-23%,6,-24%,12%
Cc1ccccc1-n1c(O)c(/C=N/NC(=O)c2ccncc2)c(=O)[nH]c1=O,6%,-9%,10%,-5%,53%[activator],0%,-6%,-6,.,11%
Cc1nc2cc(C(F)(F)F)ccc2n1C1CCN(Cc2nnnn2Cc2ccc3c(c2)OCO3)CC1,18%,28%,-5%,.,-12%,-1%,14%,-42,-6%,-6%
CC(Cc1ccccc1)NCC(=O)Nc1cc(N(C)C)nc2ccccc12 (centres undefined),11%,0%,-5%,-6%,413%[activator],1%,-39%,-12,?,-10%
COc1cc(N2CCOCC2)ccc1C=C1C(=O)NC(=O)NC1=O,-1%,18%,-3%,-7%[46.1 µM],-2%,-2%,-2%,26,-12%,-15%
COC(=O)C1=C(c2ccc3ccccc3c2)C[C@@H]2CC[C@H]1N2C(=O)N1CCCCC1,-7%,14%,.,-1%,-5%,-2%,-4%,-13,.,.
Cc1c(C)c2ccc(OCC(=O)N3CCC[C@@H]3C(=O)O)c(C)c2oc1=O,-6%,6%,?,-5%,-2%,-3%,9%,6,-8%,7%
Nc1c([N+](=O)[O-])cc(F)c(N2CCNCC2)c1Br,1%,-1%,5%,-1%[46.1 µM],-12%,2%,-16%,0,-4%,?
c1ccc2c(CN3CCN(C4CCCCC4)CC3)c[nH]c2c1,-11%,.,17%,-2%,4%,0%,-52%[inhibitor],4,-9%,-14%
Cc1sc2ncn(CC(=O)NCC(=O)N3CCC4(CC3)OCCO4)c(=O)c2c1C,1%,5%,6%,10%,4%,0%,-4%,1,?,3%
Cc1ccc(S(=O)(=O)Oc2ccccc2C=C2C(=O)N(C)C(=O)N(C)C2=O)cc1,-3%,8%,?,3%,2%,-2%,9%,6,34%[activator],-8%
CCC(=O)c1cn(Cc2ccc(C#N)cc2)c2ccccc12,7%,3%,12%,-1%,-1%,-3%,-2%,-8,.,-9%
Cc1ccc(C(=O)C2C(=O)c3ccccc3C2=O)cc1,0%,1%,-9%,.,0%,-3%,-3%,0,-13%,?
COc1ccc2sc(-c3ccccc3OC)c(-c3ccc(OCCN4CCOCC4)cc3)c2c1,.,6%,.,8%[46.1 µM],?,-1%,4%,17,.,.
CC1(CCO)C(=O)NC(=S)NC1=O,.,.,.,0%,7%,-2%,26%,.,.,.
CC(=O)c1c(COC(=O)c2cccnc2)nc2ccccc2[n+]1[O-],12%,4%,-2%,0%,-2%,-6%,17%,-3,9%,?
CC(C)Nc1ccc(Nc2ccccc2)cc1,9%,?,2%,4%,.,0%,-4%,3,-10%,.
O=C(c1ccc(Cl)cc1)C1CCCN(Cc2cccc3cnccc23)C1 (centres undefined),-8%,-5%,8%,-1%,0%,1%,-37%,-7,-19%,9%
COc1ccc(CCNC(C)CCc2ccc(OC)cc2)cc1 (centres undefined),-3%,.,14%,-10%,1%,-2%,-36%,26,-5%,0%
CCN(CC)P(=O)(Oc1cccc(C)c1)N(CC)CC,7%,5%,0%,3%,3%,-6%,-2%,-2,-20%,1%
CCOP(=O)(C#Cc1ccccc1)C(O)c1ccc(Br)cc1 (centres undefined),14%,2%,-6%,-53%,-9%,0%,-8%,1,.,-7%
